BRCA1 expr act: qHTS Assay to Identify Small Molecule Activators of BRCA1 Expression; Potency, µM (doses to about 46.1 µM), for inactives: at the highest dose activation, usual class: activators; 380,000 tested, 1.1% active; AID 624202, 2012; MCF7-BRCA1-FFLuc reporter, luminescence, 48 h; response scale: scaled: vehicle 0%, 10 µM genistein 100%; further: potency means the concentration at half of the fitted maximal effect; nearly all actives have a fitted effect of over 80% in size; some results filed as inactive show a strong effect at the top dose
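48 h compound treatment of MCF7-BRCA1-FFLuc cells (phenol-red free MEM, 37 °C), then 15 min with luciferase substrate and luminescence imaging.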
Gal4-VP16 FLuc: VP16 counterscreen qHTS for inhibitors of ROR gamma transcriptional activity; Drosophila S2 Gal4-VP16 UAS-luciferase, luminescence, 20 h; Potency, µM (doses to about 53.6 µM), without a hit: at the highest dose activity, negative = inhibition, usual class: inhibitors; 310,000 tested, 3.5% active; AID 2546, 2010;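 further: Gal4-VP16 expression switched on by copper sulfate through the metallothionein promoter; potency means the concentration at half of the fitted maximal effect; on the % scale 0 is the no-effect control and ±100 the full control effect; nearly all actives have a fitted effect of over 50% in size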
FLuc counter: qHTS profiling assay for firefly luciferase inhibitor/activator using purifed enzyme and Km concentrations of substrates (counterscreen for miR-21 project) | Luciferin 4-monooxygenase (Photinus pyralis), P08659 | purified FLuc, Km substrates, luminescence inhibition | Potency, µM (series often up to 57.5 µM), for inactives: at the top dose activity change, negative = inhibition, most hits filed as inhibitors | 360,000 tested, 6.9% active;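 further: potency means the concentration at half of the fitted maximal effect; plate controls were vehicle for no effect and reference inhibitor for full effect; nearly all actives have a fitted effect of over 55% in size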
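Purified P. pyralis luciferase (10nM final) with 10uM D-luciferin and 10uM ATP (Km levels) in 50mM Tris acetate pH 7.5, 10mM Mg acetate, 0.01% Tween-20, 0.05% BSA; qHTS 6-point titration, ~60 µM downward; luminescence read.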
ELG1 genotoxic: qHTS screen for small molecules that induce genotoxicity in human embryonic kidney (HEK293T) cells expressing luciferase-tagged ELG1 | HEK293T ELG1-luciferase reporter, luminescence, 16 h | Potency, µM (titrated, usually from 46 µM), inactives show top-dose activity change, positive = activation, actives largely listed as activators | 330,000 tested, 1.3% active | AID 504466, 2011; further: potency means the concentration at half of the fitted maximal effect; % of control where 0% means no effect; nearly all actives have a fitted effect of over 60% in size
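HEK293T cells expressing luciferase-tagged ELG1 were treated with compound or DMSO for 16 hr at 37°C. Luciferase activity was then read after 30 min with ONE-Glo at room temperature; rising signal flags genetic stress.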
NPC1 promoter act: qHTS Assay for NPC1 Promoter Activators. 320,000 tested, 2.4% active. AID 485313, 2010. Huh7 NPC1 promoter luciferase reporter, 24 h. Potency, µM (series often up to 9.22 µM), for inactives: at the top dose activation, hits mostly activators;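 further: potency means the concentration at half of the fitted maximal effect; % of control where 0% means no effect; nearly all actives have a fitted effect of over 60% in size; reporter is driven by a mutant NPC1 promoter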
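Luminescence from an NPC1 promoter-driven luciferase reporter in stably transfected Huh7 cells was measured after 24 h compound treatment at 37 °C, followed by 10 min ambient incubation with luciferase detection reagent.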
ELG1 repair inh: qHTS screen for small molecules that inhibit ELG1-dependent DNA repair in human embryonic kidney (HEK293T) cells expressing luciferase-tagged ELG1. AID 504467, 2011. 330,000 tested, 2.3% active. HEK293T ELG1-luciferase reporter, luminescence, 16 h; DNA damage induced by 5-fluorouridine. Potency, µM (titrated, usually from 46.1 µM), without a hit: at the highest dose activity change, negative = inhibition, hits mostly inhibitors; further: potency means the concentration at half of the fitted maximal effect; on the % scale 0 is the no-effect control and ±100 the full control effect; nearly all actives have a fitted effect of over 55% in size
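In this reporter screen, reduction of luminescence relative to DMSO vehicle indicated activity. Compounds and 5-fluorouridine were added together to 2,000 cells per well, incubated for 16 hr at 37 °C, then developed with ONE-Glo.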
Tb PFK block: qHTS Assay to Find Inhibitors of T. brucei phosphofructokinase. T. brucei PFK, ADP-Glo luminescence. Potency, µM (top dose mostly 57.5 µM), without a hit: top-dose activity, negative = inhibition, actives largely listed as inhibitors. AID 485367, 2010. 330,000 tested, 0.17% active. ATP-dependent 6-phosphofructokinase (Trypanosoma brucei brucei), O15648;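 further: potency means the concentration at half of the fitted maximal effect; 0% = uninhibited 1x PFK enzyme wells and -100% = no-enzyme wells; nearly all actives have a fitted effect of over 60% in size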
Target sequence (O15648 whole entry, looked up): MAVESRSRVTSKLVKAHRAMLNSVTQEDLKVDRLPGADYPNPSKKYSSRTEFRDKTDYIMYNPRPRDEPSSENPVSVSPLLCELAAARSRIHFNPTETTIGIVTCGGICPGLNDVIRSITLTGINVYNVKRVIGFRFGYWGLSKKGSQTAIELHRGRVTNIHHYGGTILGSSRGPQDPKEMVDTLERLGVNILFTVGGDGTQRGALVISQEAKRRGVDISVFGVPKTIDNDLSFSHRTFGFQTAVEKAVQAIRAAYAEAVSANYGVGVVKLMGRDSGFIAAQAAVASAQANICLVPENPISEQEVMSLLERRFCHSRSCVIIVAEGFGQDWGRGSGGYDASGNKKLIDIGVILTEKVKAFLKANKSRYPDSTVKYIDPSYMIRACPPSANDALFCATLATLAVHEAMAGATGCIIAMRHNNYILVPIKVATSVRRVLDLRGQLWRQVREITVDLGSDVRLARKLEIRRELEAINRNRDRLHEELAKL
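Activity is normalized to no-enzyme wells (full inhibition) and 1.25 nM enzyme wells (no inhibition). Reaction: 0.5 mM F6P, 0.1 mM ATP, 45 min RT, ADP-Glo luminescence; concentration-response curves fitted and classed by quality.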
TRPV1 agonist: HTS Assay for Compounds that Act as Agonists of the Vanilloid Receptor 1; TRPV1-expressing cells, Fluo-8 calcium influx, agonist mode; activation, % at 8.33 µM; 320,000 tested, 0.19% active; AID 540275, 2011; in the data active means activation above about 80%; inconclusive means between about 30% and that limit; further: 0% is about no effect
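Fluo-8 calcium influx in TRPV1-expressing cells, kinetic read (ex 480/em 520 nm). Compound added and read 3 min for agonist activity, followed by capsaicin at EC20 final and 2 min further read for enhancement.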
p53 reactivator: qHTS assay for re-activators of p53 using a Luc reporter. H1299 p53-A138V BP100-luciferase reporter, luminescence, 24 h. Potency, µM (top dose mostly 92.2 µM), for the others: at the top dose activity change, positive = activation, hits mostly activators. 320,000 tested, 0.063% active; further: potency means the concentration at half of the fitted maximal effect; % of control where 0% means no effect; nearly all actives have a fitted effect of over 45% in size
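p53-null H1299 cells stably carrying temperature-sensitive p53-A138V and a BP100-luciferase reporter were pinned with compounds (4-point, 1:5 series) and held 24 hrs at 37 deg C. Luminescence was read 10 min after detection reagent.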
Rab9 prom act: qHTS Assay for Rab9 Promoter Activators; Huh7 Rab9 promoter-luciferase reporter, luminescence, 24 h; Potency, µM (titrated, usually from 9.22 µM), inactives show at the top dose activation, negative = inhibition, usual class: activators; 320,000 tested, 2.8% active; AID 485297, 2010; further: potency means the concentration at half of the fitted maximal effect; % of control where 0% means no effect; nearly all actives have a fitted effect of over 60% in size
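Luciferase signal after 10 min detection reagent at ambient indicates Rab9 promoter upregulation; stably transfected Huh7 cells were treated 24 h with compound in DMSO at 37 °C, 5% CO2.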
RORg inh: qHTS for inhibitors of ROR gamma transcriptional activity. Nuclear receptor ROR-gamma (Mus musculus), P51450. Potency, µM (top dose mostly 53.6 µM), for inactives: at the top dose activity change, negative = inhibition, actives largely listed as inhibitors. 310,000 tested, 5.4% active. Drosophila S2 Gal4-RORgamma UAS-luciferase reporter, 20 h. AID 2551, 2010; further: potency means the concentration at half of the fitted maximal effect; on the % scale 0 is the no-effect control and ±100 the full control effect; nearly all actives have a fitted effect of over 60% in size
Target sequence (P51450 whole entry, looked up, the tested form may be a part): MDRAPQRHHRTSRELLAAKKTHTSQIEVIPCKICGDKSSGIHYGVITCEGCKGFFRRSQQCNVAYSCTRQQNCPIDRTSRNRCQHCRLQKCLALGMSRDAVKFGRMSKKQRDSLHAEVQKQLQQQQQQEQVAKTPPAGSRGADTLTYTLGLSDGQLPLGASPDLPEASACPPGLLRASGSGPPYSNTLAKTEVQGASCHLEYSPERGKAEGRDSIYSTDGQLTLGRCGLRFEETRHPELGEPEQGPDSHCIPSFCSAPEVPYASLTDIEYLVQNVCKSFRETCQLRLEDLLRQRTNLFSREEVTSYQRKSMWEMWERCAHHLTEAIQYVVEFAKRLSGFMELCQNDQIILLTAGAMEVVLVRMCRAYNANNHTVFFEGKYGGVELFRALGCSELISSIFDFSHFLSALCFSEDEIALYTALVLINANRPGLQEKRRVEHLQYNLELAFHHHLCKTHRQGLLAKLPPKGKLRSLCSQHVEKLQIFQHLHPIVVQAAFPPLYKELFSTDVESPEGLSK
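Luminescence from a UAS-regulated Photinus luciferase reporter in stably transfected Drosophila Schneider cells is measured; decreased signal marks ROR gamma inhibition. Fusion expression is induced by 700 uM copper sulfate for 20 hr.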
* hit, by the source's call; ? = inconclusive; / = not tested or not shown; [ ] = another dose, or the depositor's remark. Unless noted, the call rests on the fitted dose curve; in most records, active means well fitted curve in the direction sought with a large enough effect; inconclusive means small, poorly fitted or top-dose-only effect, or another doubt; inactive means no such curve, though single readings can be large; an effect the other way counts as inactive or inconclusive.

SMILES	BRCA1 expr act	Gal4-VP16 FLuc	FLuc counter	ELG1 genotoxic	NPC1 promoter act	ELG1 repair inh	Tb PFK block	TRPV1 agonist	p53 reactivator	Rab9 prom act	RORg inh
CCCC1(c2ccccc2)NC(=O)N(CC(=O)Nc2cc(OC)cc(OC)c2)C1=O (configuration not stated)	-5%	4%	-1%	-1%	4%	-20%	-6%	-1	-4%	4%	1%
CCOc1cc(CNCCO)cc(Br)c1OCc1ccc(Cl)cc1	-89%	?	2%	3%	0%	-6%	-2%	/	-7%	1%	-35%
CC(NC(=O)C1CCN(c2nnc(-n3cccc3)s2)CC1)C12CC3CC(CC(C3)C1)C2 (configuration not stated)	-10%	-1%	?	1%	2%	13%	1%	3	-15%	1%	11%
CCOc1cccc(C(=O)N2CCCN(C)CC2)c1	-4%	-5%	2%	-3%	-5%	?	3%	0	1%	-1%	-3%
CC(=O)CSc1nnc(-c2ccc3c(c2)OCO3)o1	-39%	16µM*	6.7µM*	?	?	?	-1%	0	?	2.8µM*	13µM*
O=C(O)CCC(=O)N1N=C(c2ccccc2)CC1c1cccs1 (configuration not stated)	-2%	-5%	-4%	0%	-2%	?	10%	2	-1%	-3%	12%
O=S(=O)(c1ccc(-c2ccon2)s1)N1CCCC1	-3%	-13%	5%	0%	-2%	0%	-3%	4	-3%	6%	3%
COc1ccc(-c2cc(-c3ccccc3)c(C#N)c(S(C)=O)n2)cc1 (configuration not stated)	-60%	?	0%	-4%	-4%	-16%	2%	27	-5%	-19%	?
Cc1ccc(NC(=O)CN(C)S(=O)(=O)c2cccc3nsnc23)cc1Cl	7%	-3%[0.365 µM]	?	-22%	-2%	?	-2%	8	-8%	-2%	11%
Cc1ccc(COC(=O)c2nn(-c3ccccc3)nc2N)cc1	41%	5%	?	3%	0%	5%	2%	8	?	10%	41%
COc1ccc(OC)c(S(=O)(=O)n2nnc3ccccc32)c1	-27%	-3%	-14%	1%	0%	2%	-1%	18	-18%	0%	-21%
Cc1ncc([N+](=O)[O-])n1CCOC(=O)c1ccc(Cl)cc1Cl	20%	-5%	-13%	2%	9%	4%	0%	5	1%	-2%	-18%
O=C(CCNS(=O)(=O)c1ccccc1C(F)(F)F)NCCCN1CCOCC1	-3%	/	/	6%	/	0%	0%	/	-2%	/	/
COc1ccc(NC(=O)CCN2C(=O)c3cccc([N+](=O)[O-])c3C2=O)cc1	-10%	-11%	-2%	2%	-4%	-13%	-3%	-1	/	-2%	0%
O=C(CCc1ccccc1)NNC(=O)c1ccc(F)cc1	0%	-4%	0%	-2%	-4%	-12%	-1%	0	1%	-9%	-32%
Cc1ccc(CNC(=O)NC23CC4CC(CC(C4)C2)C3)cc1	-2%	-15%	-1%	-2%	-1%	-12%	0%	26	-2%	-4%	-2%
O=C(NC(=O)c1cc([N+](=O)[O-])ccc1Cl)C1=C(N2CCCC2)COC1=O	-17%	/	/	0%	/	?	0%	/	0%	/	/
CSCC(=O)Nc1cc(C)on1	10%	-10%	0%	1%	-1%	?	-18%	-1	0%	-10%	-12%
CCn1cc(C(=O)Nc2cccc(NC(C)=O)c2)c2cc(OC)c(OC)cc2c1=O	-9%	-12%	0%	-2%	-3%	?	-1%	-1	-7%	-4%	26%
N#CCCn1nc(-c2ccc(Cl)cc2)cc1Nc1ccccc1NC(=O)C(F)(F)F	-25%	?	2%	0%	2%	?	0%	11	-19%	0%	?
C=CCn1c(SCC(=O)NCc2ccco2)nc2sc3c(c2c1=O)CCCC3	-2%	5%	6%	-2%	-3%	7%	-3%	12	-2%	0%	-6%
Cc1ccc(NCc2n[nH]c(=S)n2-c2ccccc2)cc1Cl	2%	1%[10 µM]	?	3%	-1%	9%	-5%	-2	0%	-6%	?
CS(=O)(=O)c1ccc(Cl)c(NC(=O)CSc2nnc(C3CC3)n2C2CC2)c1	-12%	/	6%	4%	-1%	-6%	6%	1	2%	-1%	/
O=C(C#Cc1cccc([N+](=O)[O-])c1)c1ccccc1	/	3.2µM*	?	4%	-6%	?	-11%	?	-16%	-13%	2.8µM*
NC(CO)C12CC3CC(CC(C3)C1)C2 (configuration not stated)	-21%	-1%	-2%	-7%	-4%	1%	-3%	-4	-3%	5%	14%
O=C(NCc1cnc2ccccn12)C1CCC(=O)N(Cc2cccc(F)c2)C1 (configuration not stated)	7%	1%	1%	0%	1%	26%	1%	0	-6%	-1%	-14%
C=CCNC(=S)NC(=O)c1csc([N+](=O)[O-])c1	2%	?	3%	-1%	-2%	-8%	-6%	-9	7%	1%	?
CC1(C)NC(=O)N(CC(O)COc2ccc(N3C(=O)c4ccccc4C3=O)cc2)C1=O (configuration not stated)	7%	0%	1%	-3%	-3%	-3%	-4%	-1	-3%	0%	-11%
Cc1ccc(S(=O)(=O)Nc2nc3ccc(N)cc3s2)cc1	1%	9%	3%	0%	0%	-5%	1%	-1	-1%	-1%	-27%
CS(=O)(=O)c1ccc(C(=O)Nc2ccccc2Cl)cc1	25%	1%	-5%	5%	2%	?	1%	0	3%	14%	7%
CN(C)C(=O)/C=C\c1cn(-c2ccccc2)nc1-c1ccc2c(c1)OCCO2	-4%	-5%	-12%	-13%	-6%	16µM*	-4%	?	-9%	-11%	?
COc1cccc(CNC(=O)c2cccs2)c1	4%	?	4%	2%	-3%	?	-1%	1	12%	-4%	10%
CCn1nc(C(=O)N[C@@H](CCSC)c2nc3ccccc3[nH]2)c2ccccc2c1=O	59%	?	11µM*	16%	2%	-15%	1%	?	2%	0%	?
Cc1ccc(-n2nc(C)cc2N)c(C)c1	-16%	1%	-1%	0%	-4%	6%	-1%	0	16%	-4%	14%
O=C(Cn1c(-c2ccccc2Cl)nc2ccccc21)Nc1cccc(Cl)c1	-6%	-19%	-3%	-2%	-2%	6%	-2%	1	-4%	-2%	24%
CC(NC(N)=O)C(=O)Nc1ccc(Cl)c(S(=O)(=O)Nc2ccc(Br)cc2)c1 (configuration not stated)	-24%	3.2µM*	-18%	3%	-5%	-16%	-1%	4	7%	0%	6.3µM*
COCCNC(=O)CC(c1ccccc1)c1ccccc1	1%	1%	-17%	5%	-1%	12%	1%	1	-3%	-7%	-12%
CCOc1ccc(CCNC(=O)COn2nnc3ccc(S(=O)(=O)N4CCOCC4)cc32)cc1OCC	-26%	/	-1%	-10%	-1%	-11%	-8%	-1	3%	0%	/
O=C(CNc1n[nH]c(=O)[nH]c1=O)N/N=C/c1cccnc1	-12%	1%	6%	-1%	0%	2%	-4%	-4	-13%	0%	-45%
Cc1ccc(-n2nc(C)c3cc(C(=O)O)sc32)cc1	10%	/	19µM*	3%	-1%	5%	-13%	-1	3%	-4%	-44%[0.365 µM]
Cc1ccc2[nH]c3c(=O)n(Cc4ccncc4)cnc3c2c1	-14%	-9%	-2%	0%	2%	8%	-3%	2	1%	-3%	-4%
Nc1nnc(CCCCc2cccs2)o1	3%	1%	0%	1%	-1%	22%	-1%	18	16%	1%	5%
O=c1cc(O)c2ccc(O)cc2o1	29%	-5%	-1%	1%	0%	27%	3%	2	0%	8%	-6%
CC(=O)Nc1ccccc1C(=O)C(=O)Nc1ccc(C(=O)NCC2CCCO2)cc1 (configuration not stated)	9%	-3%	6%	1%	0%	-11%	2%	1	-6%	4%	35%
O=C(COc1ccccc1)Nc1nnc(COc2ccccc2)s1	-3%	3%	2%	-2%	-2%	-7%	-6%	0	3%	-2%	0%

Reprinted from the listing (two entries):
SMILES	BRCA1 expr act	Gal4-VP16 FLuc	FLuc counter	ELG1 genotoxic	NPC1 promoter act	ELG1 repair inh	Tb PFK block	TRPV1 agonist	p53 reactivator	Rab9 prom act	RORg inh
CC(=O)Nc1ccccc1C(=O)C(=O)Nc1ccc(C(=O)NCC2CCCO2)cc1 (configuration not stated)	9%	-3%	6%	1%	0%	-11%	2%	1	-6%	4%	35%
O=C(COc1ccccc1)Nc1nnc(COc2ccccc2)s1	-3%	3%	2%	-2%	-2%	-7%	-6%	0	3%	-2%	0%

Screening results deposited in PubChem BioAssay by National Center for Advancing Translational Sciences (NCATS).
